Assay outcomes (PubChem)
IMPase Li inh – cell-permeable IMPase inhibitors with lithium potentiation. CHO-M1 cells, IP1 TR-FRET (IP-One), carbachol + lithium. Potency, µM (titrated, usually from 59.4 µM), for inactives: at the top dose activity, negative = IMPase inhibition, most hits filed as inhibitors. hit rate 0.35% among 210,000;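 note: IP1 builds up when IMPase is blocked and the TR-FRET signal falls; plate controls were basal vehicle for no effect and high inhibitor control for full effect; nearly all actives have a fitted effect of over 50% in size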
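Test compounds were applied to CHO-M1 cells previously cultured for 16–30 h at 2000 per well. A small lithium amount accompanied them; after 30 min at 37C, IP1 was quantified by TR-FRET.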
JMJD2E inh – JMJD2E (human) inhibition; B2RXH2; JMJD2E catalytic domain, FDH-coupled NADH fluorescence (FDH is formaldehyde dehydrogenase); Potency, µM (highest dose often 57.1 µM), without a hit: top-dose activity change, negative = inhibition, most hits filed as inhibitors; hit rate 1.6% among 230,000; AID 2147; active = well fitted inhibition curve with a large enough effect, not every such curve was filed as active; inconclusive = small, poorly fitted or top-dose-only effect, or another doubt; inactive = no such curve, though single readings can be large or run the other way;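 note: 0% = wells with enzyme and -100% = buffer wells without enzyme; nearly all actives have a fitted effect of over 50% in size; many of its hits are not listed in these tables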
SMN2 splice enh – enhancers of SMN2 splice variant expression; HEK293 SMN2-luciferase splicing reporter, luminescence, 30-36 h; Potency, µM (highest dose often 46.1 µM), for the others: top-dose activity change, positive = activation, hits mostly activators; hit rate 2.8% among 210,000; note: % of control where 0% means no effect; nearly all actives have a fitted effect of over 55% in size
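HEK293 cells carry an SMN2 minigene-luciferase reporter in which exon 7 inclusion puts luciferase in frame. Cells were seeded at 2000 cells/well, attached for 10-12 hours, then exposed to compounds for 30-36 hours at 37C before ONE-Glo luminescence.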
RECQ1 inh – RECQ1 (human) helicase inhibition | hit rate 0.54% among 240,000 | Potency, µM (top dose mostly 57.3 µM), inactives show at the highest dose activity, negative = inhibition, most hits filed as inhibitors | P46063 | RECQ1 DNA unwinding, red fluorescence kinetic read;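 note: plate controls were vehicle for no effect and no enzyme for full effect; nearly all actives have a fitted effect of over 30% in size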
Target sequence (P46063 whole entry, looked up): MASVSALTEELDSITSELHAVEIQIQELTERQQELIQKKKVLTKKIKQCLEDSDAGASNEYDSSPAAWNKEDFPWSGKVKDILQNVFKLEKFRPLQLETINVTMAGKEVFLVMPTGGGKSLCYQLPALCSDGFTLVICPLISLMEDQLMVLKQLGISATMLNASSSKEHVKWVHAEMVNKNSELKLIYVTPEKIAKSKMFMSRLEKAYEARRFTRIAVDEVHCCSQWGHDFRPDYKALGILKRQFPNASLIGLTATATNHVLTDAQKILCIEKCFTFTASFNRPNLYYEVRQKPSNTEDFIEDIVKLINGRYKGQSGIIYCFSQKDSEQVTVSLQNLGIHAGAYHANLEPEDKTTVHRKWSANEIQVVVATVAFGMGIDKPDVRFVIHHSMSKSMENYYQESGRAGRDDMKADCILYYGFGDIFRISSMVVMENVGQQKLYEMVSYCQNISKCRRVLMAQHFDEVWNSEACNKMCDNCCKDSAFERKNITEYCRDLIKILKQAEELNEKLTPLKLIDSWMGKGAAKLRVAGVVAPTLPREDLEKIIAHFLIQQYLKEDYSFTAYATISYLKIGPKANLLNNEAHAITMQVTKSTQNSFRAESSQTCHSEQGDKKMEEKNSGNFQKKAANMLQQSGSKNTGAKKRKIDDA
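RECQ1T1 50 nM; forked duplex (20 bp + 30-nt ss tails) 200 nM, ATP 2 mM final; pH 8.0, 2 mM MgCl2, 2.5 ug/ml poly(dI-dC); 15 min compound preincubation; discontinuous kinetic read over 2 h at RT.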
Epigenetic derep – derepresses silenced GFP reporter in murine cells; murine LDR cells, GFP reporter derepression, 30 h; hit rate 0.2% among 280,000; Potency, µM (highest dose often 53.9 µM), inactives show at the top dose GFP activation, hits mostly activators; AID 1865; note: % of control where 0% means no effect; nearly all actives have a fitted effect of over 60% in size
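Murine LDR cells carrying a silenced, genomically integrated CMV-driven GFP reporter were exposed to compound for 30 hours at 37 C. After PBS washes, GFP-positive cells (20–120 um objects) were counted by laser-scanning microplate cytometry.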
NPSR antagonist – neuropeptide S receptor (human) antagonism, cAMP; Q6W5P4; CHO-NPSR cells, cAMP TR-FRET, antagonist mode; Potency, µM (doses to about 38.3 µM), inactives show at the highest dose activity change, negative = inhibition, usual class: inhibitors; hit rate 1% among 220,000; AID 1461; note: % is set by controls: 0 for no effect and ±100 for the full control effect; nearly all actives have a fitted effect of over 50% in size; many of its hits are not listed in these tables
KinaseGlo FLuc – blocks Kinase-Glo luciferase, a counter-screen artifact; Potency, µM (top dose mostly 38.3 µM), for inactives: at the top dose activity change, negative = inhibition, usual class: inhibitors; Q27757; Kinase-Glo luciferase, ATP luminescence, 8 min; AID 1379; hit rate 0.28% among 200,000; note: % is set by controls: 0 for no effect and ±100 for the full control effect; nearly all actives have a fitted effect of over 60% in size
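Compound is pinned into ATP-containing buffer (10 uM ATP, imidazole pH 7.2, 7 mM MgCl2). Kinase-Glo luciferase reagent is then added. Light output is recorded following an 8-min room-temperature incubation.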
RGS12 GoLoco inh – blocks human Gai1 binding to RGS12 GoLoco peptide, red readout | P63096 | Gai1:RGS12 GoLoco peptide FP, rhodamine, 10 min | Potency, µM (top dose mostly 61.6 µM), for inactives: at the highest dose activity, negative = inhibition, actives largely listed as inhibitors | hit rate 0.44% among 230,000 | AID 880; active = well fitted inhibition curve with a large enough effect, not every such curve was filed as active; inactive = no such curve, though single readings can be large or run the other way; note: % is set by controls: 0 for no effect and ±100 for the full control effect; nearly all actives have a fitted effect of over 30% in size; many of its hits are not listed in these tables
Target sequence (P63096 whole entry, looked up): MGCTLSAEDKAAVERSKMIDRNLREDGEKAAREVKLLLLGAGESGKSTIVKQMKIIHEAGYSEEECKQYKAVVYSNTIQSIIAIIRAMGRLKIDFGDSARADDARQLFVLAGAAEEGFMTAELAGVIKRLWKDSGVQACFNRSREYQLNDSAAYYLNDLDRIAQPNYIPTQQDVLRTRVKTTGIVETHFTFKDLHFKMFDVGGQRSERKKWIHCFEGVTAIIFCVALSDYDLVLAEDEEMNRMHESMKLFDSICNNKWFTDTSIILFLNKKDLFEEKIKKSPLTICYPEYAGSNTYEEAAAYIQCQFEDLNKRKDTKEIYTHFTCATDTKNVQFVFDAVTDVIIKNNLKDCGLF
An asterisk follows results filed as active; i = inactive; ? = inconclusive; · = not tested or not shown; [ ] = dose if it differs, or a comment. Unless noted, calls come from the whole dose curve; as a rule, active = well fitted curve in the direction sought with a large enough effect; inconclusive = small, poorly fitted or top-dose-only effect, or another doubt; inactive = no such curve, though single readings can be large; an effect the other way counts as inactive or inconclusive. Potency is the fitted concentration of half-maximal effect. Not all compounds are listed; rates above refer to the full screens.

molecule	IMPase Li inh	JMJD2E inh	SMN2 splice enh	RECQ1 inh	Epigenetic derep	NPSR antagonist	KinaseGlo FLuc	RGS12 GoLoco inh
O=C1C2C3C=CC(CC3)C2C(=O)N1/N=C/c1c(O)ccc2ccccc12 (stereo not given)	-1%	-1%	7%	-4%	-0.2%	7%	1%	-9%
Cc1cc(-c2nnc(CCC(=O)NC(c3ccccc3)c3ccccc3)o2)no1	6%	-4%	·	i	-0.2%	-11%	·	3%
COc1ccc2cc3c(N)nn(C(=O)c4cccc([N+](=O)[O-])c4)c3nc2c1	7%	-1%	-35%[inhibitor]	-3%	-1.1%	10%	0%	10%
FC(F)Oc1ccc(NC(=S)NCc2ccco2)cc1Cl	8%	-9%	23%	19%	0.1%	-4%	0%	39%[activator]
CCN(C(=O)COC(=O)c1ccc(OCc2c(C)noc2C)cc1)c1ccccc1	14%[38.3 µM]	-2%	4%	0%	-1.0%	-15%[46.1 µM]	-4%	-4%
C1=C(c2ccccc2)CCN(c2ncnc3nc[nH]c23)C1	30%[38.3 µM]	-25%	-34%[inhibitor]	i	-0.8%	-8%[46.1 µM]	0%	6%
CN1Cc2cc(C(=O)c3cc(Cl)cc(CSc4ncccn4)c3O)cnc2NC1=O	?	4%	-26%	-20%	3.4%	25%[46.1 µM]	-2%	44%[activator]
CCOC(=O)C1=C(C)NC(C)=C(C(=O)OCC)C1C(=O)OCC(=O)N(C)C1CCS(=O)(=O)C1 (stereo not given)	-4%	?	12%	-6%	2.4%	9%	4%	-10%
CCOC(=O)c1c(C)nc2c(c1-c1ccc(OC)c(OC)c1)C(=O)c1ccccc1-2	5%[38.3 µM]	5%	-13%	-17%	-0.2%	-25%[46.1 µM]	-3%	8%
CCOC(=O)n1c(=O)n(Cc2cccc(F)c2)c2ccccc21	12%	1%	2%	-15%	-0.7%	-7%	3%	6%
C/C(=N\OCC(=O)Nc1ccc2c(c1)OCCO2)c1ccc2c(c1)OCCO2	·	-5%	·	-7%	0.9%	-6%[46.1 µM]	·	·
O=[N+]([O-])c1ccc(CSc2nnc(Cc3ccccc3)n2-c2ccc(F)cc2)cc1	-8%	10%	-55%[inhibitor]	-5%	0.0%	-29%[46.1 µM]	4%	4%
Cc1csc2c(SCC(=O)NNS(=O)(=O)c3cccc(C(F)(F)F)c3)ncnc12	·	0%	·	-3%	5.0%	-17%	·	-2%
Cc1ccc(OCCn2c(=O)n(C)c3ccccc32)cc1	17%	-2%	·	-4%	-1.8%	18%	-6%	15%
CCCS(=O)(=O)N1CCN(S(=O)(=O)c2ccccc2)CC1	16%[38.3 µM]	4%	-14%	-14%	0.5%	2%[46.1 µM]	-3%	1%

The results go on:
molecule	IMPase Li inh	JMJD2E inh	SMN2 splice enh	RECQ1 inh	Epigenetic derep	NPSR antagonist	KinaseGlo FLuc	RGS12 GoLoco inh
O=C(Nc1cc(Cl)ccc1Cl)c1ccc(-c2ccccc2)cc1	-5%	0%	8%	3%	-3.5%	-2%	-2%	5%
O=C(CCC(=O)c1ccccc1)NCCOc1ccccc1	2%	6%	-7%	i	-0.7%[10.1 µM]	7%	-1%	3%
O=C(CSc1cccs1)Nc1cccc2ccccc12	-2%	8%	13µM*	-4%	0.0%	6%[46.1 µM]	0%	-8%
CCOC(=O)c1ccc(N/C=C/C(=O)c2ccco2)cc1	11%[38.3 µM]	-6%	14µM*	-11%	-5.6%	-7%[46.1 µM]	-30%	3%
COc1cccc(CCN2C(=O)C(=O)N([C@@H](CNCc3ccccc3)Cc3ccccc3F)C[C@@H]2C(C)(C)C)c1	·	4%	·	i	1.0%	0%	·	7%
Cc1c(CCOC(=O)CC23CC4CC(CC(C4)C2)C3)sc[n+]1CC(=O)c1ccccc1	13%	-4%	·	i	2.1%	?	0%	4%
CCCCc1ccc(N2C(=O)[C@@H]3C(CC(N)=O)NC4(C(=O)Nc5ccc(F)cc54)[C@@H]3C2=O)cc1 (stereo not given in full)	-2%[38.3 µM]	0%	0%	-16%	-3.1%	-11%[46.1 µM]	-1%	-10%
COc1cc2c(cc1OC)C(c1ccc(C)o1)CC(=O)N2 (stereo not given)	15%[38.3 µM]	?	1%	0%	1.3%	0%[46.1 µM]	3%	-18%
COc1ccc(N2C(=O)CC(Nc3ccc(N4CCOCC4)cc3)C2=O)c(OC)c1 (stereo not given)	35%[activator][38.3 µM]	-11%	10%	-3%	0.0%	-15%[46.1 µM]	-2%	-22%
Cc1cc2c(c(=O)o1)C(c1cccs1)C(C#N)=C(N)O2 (stereo not given)	3%	-2%	11%	5%	6.6%	-9%	-1%	5%
O=c1[nH]c(NC2CCCCC2)nnc1Cc1ccccc1	·	3%	·	i	-1.2%	-3%[46.1 µM]	·	·
CC(C)CNC(=O)COC(=O)c1ccc(Cl)c(S(N)(=O)=O)c1	21%[38.3 µM]	6%	21%	i	-1.4%	-2%[46.1 µM]	-4%	15%
COc1ccccc1-n1c(CNC(=O)c2ccc(S(=O)(=O)N3CCOCC3)cc2)n[nH]c1=S	-5%[38.3 µM]	4%	5%	-1%	-4.2%	-9%[46.1 µM]	2%	10%
CCc1ccc(OCC(=O)N(CC)CC)cc1	12%	2%	13%	-7%	?	20%	2%	4%
O=C(CCCSc1nc2sc3c(c2c(=O)[nH]1)CCC3)NCCO	4%[38.3 µM]	-5%	-10%	-3%	1.7%	-16%[46.1 µM]	2%	8%

A second format for some results above:
C1=C(c2ccccc2)CCN(c2ncnc3nc[nH]c23)C1
- IMPase Li inh: 30%[38.3 µM]
- JMJD2E inh: -25%
- SMN2 splice enh: -34%[inhibitor]
- RECQ1 inh: i
- Epigenetic derep: -0.8%
- NPSR antagonist: -8%[46.1 µM]
- KinaseGlo FLuc: 0%
- RGS12 GoLoco inh: 6%
CN1Cc2cc(C(=O)c3cc(Cl)cc(CSc4ncccn4)c3O)cnc2NC1=O
- IMPase Li inh: ?
- JMJD2E inh: 4%
- SMN2 splice enh: -26%
- RECQ1 inh: -20%
- Epigenetic derep: 3.4%
- NPSR antagonist: 25%[46.1 µM]
- KinaseGlo FLuc: -2%
- RGS12 GoLoco inh: 44%[activator]
CCOC(=O)c1ccc(N/C=C/C(=O)c2ccco2)cc1
- IMPase Li inh: 11%[38.3 µM]
- JMJD2E inh: -6%
- SMN2 splice enh: 14µM*
- RECQ1 inh: -11%
- Epigenetic derep: -5.6%
- NPSR antagonist: -7%[46.1 µM]
- KinaseGlo FLuc: -30%
- RGS12 GoLoco inh: 3%

(listing goes on)
molecule	IMPase Li inh	JMJD2E inh	SMN2 splice enh	RECQ1 inh	Epigenetic derep	NPSR antagonist	KinaseGlo FLuc	RGS12 GoLoco inh
NNC(=O)c1nn(-c2ccc(Cl)cc2)cc1O	·	207%[activator]	·	-7%	0.0%	-8%	·	-1%
COc1ccc(NC(=O)Cn2c(C(C)C)nc(C)cc2=O)cc1Cl	24%	6%	-20%	3%	-1.3%	-7%	3%	15%
CN1CCN(/C=N/C2=C(C#N)C(c3ccccc3)C3=C(CC(C)(C)CC3=O)O2)CC1 (stereo not given)	1%[38.3 µM]	3%	-8%	-2%	-1.2%	-11%[46.1 µM]	3%	10%
Cc1ccc2c(C)c(C(=O)Nc3nnc(C)s3)oc2c1	2%[38.3 µM]	-26%	26%	i	1.9%	-1%[7.67 µM]	-1%	0%
CC1(C)CC(=O)C2=C(C1)N(CCN1CCOCC1)C1=C(C(=O)CC(C)(C)C1)C2c1cccc(F)c1	-5%	?	-15%	-15%	-0.9%	-20%[46.1 µM]	2%	-2%
Cc1cc(NC(=O)CSc2nnc(-c3ccncc3)n2Cc2ccccc2)n(-c2ccccc2)n1	·	11%	·	i	0.0%	-5%	·	4%
O=C(Cn1cnc2c(nnn2Cc2ccc(F)cc2)c1=O)NC1CCCC1	10%[38.3 µM]	3%	0%	-6%	0.0%	-12%[46.1 µM]	-1%	9%
Cc1cc(N/N=C/c2cccc(Cl)c2)nc(-n2nc(C)cc2C)n1	·	?	·	-8%	2.1%	-33%	·	5%
Cc1cc(NC(=O)COC(=O)c2cccc(OCc3ccccc3)c2)no1	-22%[38.3 µM]	-18%	8%	2%	0.0%	6%[46.1 µM]	-7%	-14%
Cc1ccc(C(=O)NCCSCc2ccc(Cl)cc2Cl)cc1[N+](=O)[O-]	8%	5%	-16%	-9%	2.5%	-35%	-2%	31%[activator]
O=C(NCc1ccco1)C(=O)NCC1OCCN1S(=O)(=O)c1ccc(Br)cc1 (stereo not given)	-3%	0%	-10%	i	-0.3%	11%	-2%	6%
COc1ccc(S(=O)(=O)NCc2ccco2)c2ccccc12	-4%[38.3 µM]	-9%	22%	i	3.8%	?	9%	2%
CCOC(=O)C1CCCN(Cc2ccc(O)c(OC)c2)C1 (stereo not given)	5%[38.3 µM]	?	-4%	i	0.0%	-1%[46.1 µM]	1%	-6%
CCN1CCCc2cc(CN(CCN3CCOCC3)C(=S)Nc3cccc(OC)c3)ccc21	14%	-15%	-35%[inhibitor]	-6%	-0.1%	-38%	-2%	18%
COc1cccc(/C=C/C(=O)N2CCN(S(=O)(=O)c3ccccc3)CC2)c1OC	·	-22%	·	-5%	2.3%	-7%	·	-7%

(further entries)
molecule	IMPase Li inh	JMJD2E inh	SMN2 splice enh	RECQ1 inh	Epigenetic derep	NPSR antagonist	KinaseGlo FLuc	RGS12 GoLoco inh
Nc1ccc(C(=O)OCc2nc3cc4ccccc4cc3[nH]2)cc1	6%	0%	?	-6%	-0.5%	-4%	-1%	0%
CC(c1ccccc1F)n1cc(C(=O)NCc2ccncc2)nn1 (stereo not given)	8%[38.3 µM]	2%	7%	4%	0.0%	-14%[46.1 µM]	-3%	-3%
O=C(CSc1ccc2ccccc2n1)Nc1ccc(N2CCOCC2)cc1	-5%	-9%	-28%	-4%	-0.5%	-17%	-3%	6%
CC1=NN(c2ccc(C(=O)O)c(N)c2)C(=O)C1	9%	?	·	-24%	1.1%	15%	·	-13%
Cc1ccc([N+](=O)[O-])cc1NC(=S)NC(=O)c1cccs1	-4%	-5%	8%	-3%	1.0%	13%	3%	-4%
Cc1cc(C)c(OCC(=O)Nc2nc3ccccc3[nH]2)c(C)c1	16%	13%	3%	i	-1.6%	-19%	2%	3%
O=C(O)C1=C[C@H](c2coc3ccccc3c2=O)C[C@H](OCc2ccc(CO)cc2)O1	-4%	-5%	·	i	-0.8%	-19%	·	-1%
